Source: PubChem
Tb PYK inh: qHTS of Trypanosoma Brucei Inhibitors; Potency, µM (doses to about 76.8 µM), inactives show at the highest dose activity, negative = inhibition, hits mostly inhibitors; TbPYK enzyme, Kinase-Glo Plus ATP luminescence, 45 min; actives 0.12% (n = 410,000); AID 624173, 2012; pyruvate kinase (Trypanosoma brucei), Q57TT1; also: potency is read from the fitted curve at half-maximal effect; % is scaled to controls: 0 for no effect and ±100 for the full control effect; nearly all actives have a fitted effect of over 50% in size
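Luminescence from Kinase-Glo Plus, added after a 45-minute room-temperature reaction, served as the end-point read-out. The enzyme and substrate were preincubated with compound before ADP (130 uM final) initiated turnover. Concentration-effect curves came from normalized qHTS data.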
LmPK inhibitor: qHTS Assay for Inhibitors of Leishmania Mexicana Pyruvate Kinase (LmPK) | Q27686 | purified LmPK, Kinase-Glo ATP luminescence, 1 h | Potency, µM (series often up to 57.5 µM), inactives show top-dose activity change, negative = inhibition, actives largely listed as inhibitors | actives 0.37% (n = 290,000) | AID 1721, 2009; also: potency is read from the fitted curve at half-maximal effect; % is scaled to controls: 0 for no effect and ±100 for the full control effect
Target sequence (Q27686 whole entry, looked up): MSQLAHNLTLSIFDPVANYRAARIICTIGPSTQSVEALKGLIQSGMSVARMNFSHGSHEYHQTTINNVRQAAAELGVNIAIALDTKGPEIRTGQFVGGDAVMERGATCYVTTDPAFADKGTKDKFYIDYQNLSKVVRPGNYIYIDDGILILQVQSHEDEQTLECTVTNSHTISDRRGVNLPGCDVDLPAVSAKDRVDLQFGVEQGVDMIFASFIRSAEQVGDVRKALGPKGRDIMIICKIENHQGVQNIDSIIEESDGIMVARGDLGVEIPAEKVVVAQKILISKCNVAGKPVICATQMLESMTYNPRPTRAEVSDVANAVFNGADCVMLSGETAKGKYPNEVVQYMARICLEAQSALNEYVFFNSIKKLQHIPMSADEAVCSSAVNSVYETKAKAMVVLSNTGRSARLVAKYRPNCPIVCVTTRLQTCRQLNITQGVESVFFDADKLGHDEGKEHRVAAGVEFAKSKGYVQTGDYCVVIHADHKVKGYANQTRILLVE
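Screened at intermediate enzyme activity to detect both inhibitors and activators: LmPK at 0.1 nM, with a 0.5 nM enzyme column as activation reference. PEP 0.5 mM, ADP 0.1 mM; ATP detected by luminescence after 1 h.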
AmpC no deterg: qHTS Inhibitors of AmpC Beta-Lactamase (assay without detergent); P00811; AmpC nitrocefin hydrolysis, absorbance 480 nm, 0.0001% Triton; Potency, µM (doses to about 57.1 µM), for inactives: at the highest dose activity change, negative = inhibition, most hits filed as inhibitors; AID 485341, 2010; actives 0.52% (n = 330,000);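 also: potency is read from the fitted curve at half-maximal effect; plate controls were no compound for no effect and no enzyme for full effect; nearly all actives have a fitted effect of over 20% in size; some results filed as inactive show a strong effect at the top dose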
Target sequence (P00811 whole entry, looked up): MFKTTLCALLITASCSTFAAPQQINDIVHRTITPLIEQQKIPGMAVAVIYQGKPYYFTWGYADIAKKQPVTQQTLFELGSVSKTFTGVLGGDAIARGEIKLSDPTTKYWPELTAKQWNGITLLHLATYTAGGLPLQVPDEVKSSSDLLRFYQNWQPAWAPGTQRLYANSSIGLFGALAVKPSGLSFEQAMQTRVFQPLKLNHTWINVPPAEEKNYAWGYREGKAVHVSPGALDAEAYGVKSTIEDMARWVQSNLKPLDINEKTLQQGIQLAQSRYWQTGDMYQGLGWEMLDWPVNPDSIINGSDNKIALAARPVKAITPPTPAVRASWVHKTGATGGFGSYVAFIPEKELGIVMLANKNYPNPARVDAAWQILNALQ
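AmpC (5.3 nM in the dispensed reagent) in 20 mM phosphate pH 7.0 with 0.01% (detergent screen) or 0.0001% Triton X-100 was preincubated with compounds for 15 min at room temperature. Nitrocefin was then added from an 800 uM solution, and hydrolysis was followed at 480 nm.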
Shiga toxin inh: A qHTS for Small Molecule Inhibitors of Shiga Toxin; Vero cells, Shiga toxin protein synthesis inhibition reporter; inhibition, % at 38.7 µM; actives 9.2% (n = 290,000); in the data active = inhibition mostly above about 28%, no sharp cut-off; inactive = mostly below about 43%; also: 0% is about no effect
Pf growth 96h: Primary qHTS for delayed death inhibitors of the malarial parasite plastid, 96 hour incubation. P. falciparum luciferase reporter growth, 96 h. Potency, µM (highest dose often 28.7 µM), for inactives: at the top dose activity change, negative = inhibition, most hits filed as inhibitors. actives 6.9% (n = 320,000). AID 504834, 2011; also: potency is read from the fitted curve at half-maximal effect; % is scaled to controls: 0 for no effect and ±100 for the full control effect
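Parasite growth measured via integrated firefly luciferase reporter in P. falciparum. Infected erythrocytes at 2% hematocrit, 0.05% parasitemia final were treated 96 hours at 37 C under 5% CO2, and luminescence was read.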
Cycloheximide cs: Cycloheximide Counterscreen for Small Molecule Inhibitors of Shiga Toxin | cell reporter, cycloheximide protein synthesis inhibition counterscreen | AID 2314, 2010 | max response, % | actives 12% (n = 300,000); in the data active = max response mostly above about 13%, no sharp cut-off; inactive = mostly below about 14%; also: read at 38.3 µM for the half of the compounds with a filed dose; 0% is about no effect
Pf growth 48h: Primary qHTS for delayed death inhibitors of the malarial parasite plastid, 48 hour incubation | P. falciparum luciferase growth in erythrocytes, 48 h | Potency, µM (top dose mostly 28.7 µM), inactives show at the top dose activity change, negative = inhibition, most hits filed as inhibitors | actives 5.9% (n = 310,000) | AID 504832, 2011; also: potency is read from the fitted curve at half-maximal effect; % is scaled to controls: 0 for no effect and ±100 for the full control effect
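Read-out is firefly luciferase luminescence from an integrated reporter in P. falciparum, so falling signal marks reduced parasite growth. Infected erythrocytes were at 2% hematocrit and 0.1% parasitemia (final) in Albumax-supplemented RPMI 1640.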
An asterisk follows results filed as active; ? = inconclusive; . = no result given; & = joins results of further samples; [ ] = remark or other dose. Unless noted, calls follow the shape of the dose curve; as a rule, active = well fitted curve in the direction sought with a large enough effect; inconclusive = small, poorly fitted or top-dose-only effect, or another doubt; inactive = no such curve, though single readings can be large; an effect the other way counts as inactive or inconclusive.

The opening two compounds, ahead of the listing:
SMILES	Tb PYK inh	LmPK inhibitor	AmpC no deterg	Shiga toxin inh	Pf growth 96h	Cycloheximide cs	Pf growth 48h
O=C(c1ccc(C#Cc2ccccc2)o1)N1CCN(c2ccccn2)CC1	-1%	5%	20%	2	8.3µM*	-4	-19%
O=C(NCCC1=CCCCC1)C(=O)NCCc1ccc(Cl)cc1	-5%	0%	-48%	-12	?	-2	9%

The list itself, repeating the preview:
SMILES	Tb PYK inh	LmPK inhibitor	AmpC no deterg	Shiga toxin inh	Pf growth 96h	Cycloheximide cs	Pf growth 48h
O=C(c1ccc(C#Cc2ccccc2)o1)N1CCN(c2ccccn2)CC1	-1%	5%	20%	2	8.3µM*	-4	-19%
O=C(NCCC1=CCCCC1)C(=O)NCCc1ccc(Cl)cc1	-5%	0%	-48%	-12	?	-2	9%
COC(=O)C1=CN(CCCN2CCCC2=O)C=C(C(=O)OC)C1c1cccs1	-7%	6%	28%	20	19%	-4	?
CN(C)CC/C=C1/c2ccccc2COc2ccccc21	.	10%	1%	-3	.	-2	.
COc1ccc(C(=O)OCC(=O)c2ccc[nH]2)cc1	-3%	.	-19%	.	219%	.	273%[activator]
COc1ccc(CCCC(=O)NCCc2ccccc2)cc1	-7%	4%	-13%	9	0%	5	39%[activator]
CC(Oc1ccccc1F)C(=O)NNC(=O)c1cccc(S(=O)(=O)N2CCN(C)CC2)c1 (centres undefined)	1%	.	39%	.	?	.	-17%
CC(C)(C)C1CCC(C(=O)Nc2ccccc2N2CCOCC2)CC1 (centres undefined)	-4%	.	-2%	.	?	.	9.3µM*
Cc1ccc(CNS(=O)(=O)NCc2ccccc2)cc1	3%	-2%	-15%	23	0%	7	.
CC(=O)c1ccc(OCC(=O)Nc2c(C)nn(-c3ccccc3)c2C)cc1	1%	.	13%	.	?	.	?
c1ccc2c(c1)C(=NCC1CCCO1)NC2=NCC1CCCO1 (centres undefined)	12%	-3%	-2%	13	-12%	6	-35%
Cc1cc2[nH]c(=O)c(=O)[nH]c2cc1S(=O)(=O)N1CCN(c2ccccc2)CC1	2%&1%	-1%	-41%	-2	56%[activator]	-1	?
COC(=O)c1sc(S(=O)(=O)N2CCN(CCO)CC2)c(C(=O)OC)c1C	-2%	1%	1%	-4	2%	-1	-8%
CCOC(=O)CCC(=O)Nc1ccc([N+](=O)[O-])cc1C	3%	0%	-15%	13	-27%	0	11%
O=C1CSC(=S)N1	-5%	-2%	-7%	-8	87%[activator]	0	?
O=Cc1ccc(OCC(=O)NC(=O)NC2CCCCC2)cc1	3%	-4%	-10%	-14	35%[activator]	4	.
Cc1onc(-c2c(Cl)cccc2Cl)c1C(=O)OCC(=O)c1ccccc1	3%	6%	-14%	5	1%	-3	?
NS(=O)(=O)c1cccc(NC(=O)CC23CC4CC(C2)CC(CC(=O)Nc2cccc(S(N)(=O)=O)c2)(C4)C3)c1	-7%	-1%	-46%	14	31%[activator]	-3	?
COC(=O)COc1ccc2c(=O)c(-c3ccccc3)coc2c1	-4%	-3%	3%	-13	39%[activator]	-6	-5%
COc1ccc(NC(=O)CSc2nnc(C3CC3)n2N)cc1	-2%	6%	-17%	-19	38%	-5	42%[activator]
Cn1c(SCc2ccc([N+](=O)[O-])cc2)nnc1-c1ccncc1	0%	0%	-3%	14	3%	-1	-5%
C/C(=N\Nc1cccc(C(=O)O)c1)c1cc2ccccc2o1	1%	0%	-30%	198*	70%[activator]	71*	113%[activator]
CC(CC(=O)Nc1ccccc1)NCCCN1CCCC1=O (centres undefined)	25%	-1%	-6%	-2	28%	-3	11%
Cc1cc(C)cc(NC(=O)C2CCCN2C(=O)NC2CCCCC2)c1 (centres undefined)	5%	-5%	50%	-12	-35%	1	6%
Cc1ccc(C2(C)NC(=O)N(CC(=O)NC(=O)NCCC(C)C)C2=O)cc1 (centres undefined)	-1%	3%	62%[activator]	23	64%[activator]	-4	?
Cc1ccc(C(=O)N=c2sccn2C)cc1C	-6%	-6%	-8%	-16	-8%	-2	10%
O=C(N/N=C/c1ccccc1C(=O)O)c1cccc(S(=O)(=O)N2CCOCC2)c1	-3%	.	-16%	.	12%	.	-10%
COc1ccccc1C1CC(c2ccc(Br)cc2)=NN1C(=O)c1cccnc1 (centres undefined)	-4%	7%	73%[activator]	3	1.9µM*	3	4.1µM*
O=C(CN1CCOCC1)Nc1nc2ccc([N+](=O)[O-])cc2s1	5%	2%	-4%	11	0%	11	33%[activator]
Cc1ccnc(NC(=O)c2cccc(S(=O)(=O)N3CCCc4ccccc43)c2)c1	1%	.	-44%	.	1.9µM*	.	1.9µM*
COC(=O)Nc1ccc(S(=O)(=O)N2CCN(c3ccc(F)cc3)CC2)cc1	-3%	1%	-21%	7	.	-3	-7%
Cc1ncoc1C(=O)N1CCCC(C(=O)c2ccc(Oc3ccccc3)cc2)C1 (centres undefined)	1%	7%	169%[activator]	-4	-1%	1	?
Cc1nnc(SCC(=O)NC(=O)NCc2ccco2)n1Cc1ccccc1	-5%	4%	-13%	-10	?	-3	.
Brc1ccc(C2Nc3cccc4cccc(c34)N2)s1	-11%	-4%	-10%	-1	37%[activator]	8	?
COCC1CCN(C(=O)c2cc(COc3ccc4c(c3)CCCC4)on2)C1 (centres undefined)	7%	-6%	211%[activator]	4	1%	20	13%
O=C(NCC(c1cccs1)N1CCOCC1)c1ccccc1NS(=O)(=O)c1cccc([N+](=O)[O-])c1 (centres undefined)	0%	1%	-38%	-5	?	-3	?
Cc1cccc(N(Cc2cc3ccccc3[nH]c2=O)S(=O)(=O)c2ccccc2)c1	-5%	2%	-33%	8	10µM*	-2	15µM*
Cc1cccc(-n2ncc3c(NCCCO)ncnc32)c1	1%	8%	0%	42	225%[activator]	38*	.
Cc1ccc(NC(=O)CSc2nc(O)c(Cc3ccccc3)c(=O)n2-c2ccccc2)cc1	2%	3%	11µM*	22	?	1	14%
Cc1ccc(/C=C/C(=O)NCC2COc3ccccc3O2)o1 (centres undefined)	?	-23%	26%	18	?	16*	-5%

Whole records, looked up by structure. Order of values: Tb PYK inh | LmPK inhibitor | AmpC no deterg | Shiga toxin inh | Pf growth 96h | Cycloheximide cs | Pf growth 48h
Results for `COCC1CCN(C(=O)c2cc(COc3ccc4c(c3)CCCC4)on2)C1` (centres undefined) : 7% | -6% | 211%[activator] | 4 | 1% | 20 | 13%
Results for `Cc1ccc(/C=C/C(=O)NCC2COc3ccccc3O2)o1` (centres undefined) : ? | -23% | 26% | 18 | ? | 16* | -5%
Results for `Cc1nnc(SCC(=O)NC(=O)NCc2ccco2)n1Cc1ccccc1` : -5% | 4% | -13% | -10 | ? | -3 | .
Results for `O=C(CN1CCOCC1)Nc1nc2ccc([N+](=O)[O-])cc2s1` : 5% | 2% | -4% | 11 | 0% | 11 | 33%[activator]

New compounds follow
SMILES	Tb PYK inh	LmPK inhibitor	AmpC no deterg	Shiga toxin inh	Pf growth 96h	Cycloheximide cs	Pf growth 48h
Cc1ccccc1C(=O)N1N=C(c2ccc(NS(C)(=O)=O)cc2)CC1c1cccs1 (centres undefined)	5%	3%	-9%	-1	1.7µM*	5	?
COc1ccc(C(=O)CSc2nnc(CNc3nc(-c4ccccc4)cs3)n2C)cc1	-4%	0%	31%	-6	.	-2	?
Cc1ccc(-n2cnc3cc(NCc4cccs4)ccc32)cc1	-13%	6%	-9%	100*	?	53*	.
Cn1c(CCc2nc3ccccc3[nH]2)n[nH]c1=S	-17%	23%	-16%	-6	?	-10	16%
CCOc1ccc(C(C(=O)NCC2CCCO2)N(C(=O)c2snc(C(N)=O)c2N)c2ccccc2F)cc1 (centres undefined)	2%	1%	94%[activator]	-7	?	-5	?
Cc1ccc(C2CCN(C(=S)NC3CCCCC3)C2)cc1 (centres undefined)	-6%	6%	-16%	70*	?	20*	-2%
COc1ccc(Cl)cc1Nc1nc(C)cc(=O)[nH]1	-4%	2%	-7%	2	.	-2	0%
Cc1ccc2nc3n(c(=O)c2c1)CCC3	-6%	-13%	-12%	2	?	-4	8%
COCCN(C(=O)COC(=O)/C=C/c1ccc(OC)c(OC)c1)c1c(N)n(Cc2ccccc2)c(=O)[nH]c1=O	-1%	.	49%	.	?	.	?
N#Cc1cccc(NC(=O)CCNC(=O)c2ccccc2Cl)c1	-7%	4%	-10%	1	4%	-1	6%
Cc1ccc2nc(-c3ccccc3)c(CN3CCOCC3)n2c1	-7%	-2%	-5%	24	-5%	10	-11%
O=C(Nc1ccc(OC(F)F)cc1)c1ncc(Cl)c(Cl)c1Cl	4%	4%	-12%[11.4 µM]	10	6%	14	2%
CC1C(=O)N2CCCc3cc(NC(=O)c4ccccc4F)cc1c32 (centres undefined)	1%	.	-10%	.	13%	.	-13%
Cc1ccc2c(c1)c(C)cc[n+]2Cc1ccccc1	6%	0%	-24%	-5	0.19µM*	0	0.37µM*
O=Cc1c(NCc2ccccc2Cl)c2ccccc2[nH]c1=O	-1%	4%	-23%	-8	?	-4	9%
CCOC(=O)c1nn(-c2ccccc2)c(C(=O)OCC)c1N	6%	-5%	-6%	-2	2%	6	?
COC(=O)C(C)n1cnc2c(nnn2-c2ccc(F)cc2)c1=O (centres undefined)	0%	-7%	-26%	9	40%[activator]	-2	12%
Cc1ccc(NC(=O)CN(C)C(=O)c2cc(-c3ccccc3)nn2-c2ccccc2)cc1	-4%	.	2%	.	-8%	.	27%
O=C(N/N=C/c1c[nH]c2ccccc12)c1[nH]c2ccc(Br)cc2c1-c1ccccc1	-10%	1%	-17%	-12	-14%	2	28%
O=C(c1ccc(Cl)cc1)N1CCN(c2cc(=O)[nH]nc2-c2ccccc2)CC1	3%	3%	77%[activator]	-14	?	2	?
O=C(NC(=S)Nc1ccc(Cl)cn1)C12CC3CC(CC(C3)C1)C2	-2%	-4%	-13%	46	?	15*	58%[activator]
O=C(NNC(=O)C1CCCC1)c1ccccc1F	-6%	-5%	-3%	17	-17%	8	21%
N#CC1=C(N)N2C(=C(C#N)C13CCCC3)Nc1ccccc12	0%	1%	-30%	51*	?	8.8*	6%
COc1ccc(OC)c(-c2cc(C3CCN(C(=O)OC(C)(C)C)CC3)[nH]n2)c1	3%	7%	143%[activator]	44	10µM*	15*	?
CCN(CC(=O)Nc1cccc(OC)c1)C(=O)c1cnc(Cl)c(Cl)c1	4%	-1%	-5%	-3	21%	-2	3%
O=C(CN1CCN(S(=O)(=O)c2ccc3ccccc3c2)CC1)Nc1ccc2c(c1)CCC2	2%	1%	-25%	-3	-10%	-4	4%
CCN(C(=O)CSc1nc(C)nc2sc(C)c(C)c12)c1ccc(F)cc1	2%	.	-16%	.	0%	.	-29%
COc1ccc(/C=N/NC(=O)c2ccccc2O)cc1Cn1nnc2ccccc21	0%	3%	-40%	50*	8%	22*	-11%
O=C(C1CCOCC1)N1CCC(CO)(CCc2ccccc2)CC1	-1%	-4%	5%	-11	9%	1	16%
